# CDK5 p35 inh – inhibitors of human CDK5/p35 kinase, primary screen, biochemical, single concentration. Cyclin-dependent kinase 5 (Homo sapiens) + Cyclin-dependent kinase 5 activator 1 (Homo …. Recombinant CDK5/p35, ADP-Glo luminescence, 60 min. inhibition, % at 10 µM. hit rate 0.01% among 330,000;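 active means highest replicate inhibition of at least 50% and at least 75% of replicates reaching 50%; inconclusive means only one of the two criteria met; inactive means both criteria failed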;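 further: plate controls were DMSO neutral control for no effect and GW8510 at 10 µM for full effect; many of its hits are not listed in these tables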
# HTR5A inv ctr – HTR5A inverse agonists in luminescence cell assay, primary screen, counter-screen for OPRM1-OPRD1 heterodimer inverse agonist project, full-deck HTS | 5-hydroxytryptamine receptor 5A (Homo sapiens), P47898 | HTR5A cell line, inverse agonism | inhibition, % at 9.3 µM | hit rate 0.083% among 340,000 | AID 504634, 2011; in the data active means inhibition mostly above about 23%, no sharp cut-off; inactive means mostly below about 18%;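 further: 0% = cells with DMSO and 100% = no-cell wells with DMSO; some compounds called inactive have numbers as strong as hits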
# Target sequence (P47898 whole entry, looked up): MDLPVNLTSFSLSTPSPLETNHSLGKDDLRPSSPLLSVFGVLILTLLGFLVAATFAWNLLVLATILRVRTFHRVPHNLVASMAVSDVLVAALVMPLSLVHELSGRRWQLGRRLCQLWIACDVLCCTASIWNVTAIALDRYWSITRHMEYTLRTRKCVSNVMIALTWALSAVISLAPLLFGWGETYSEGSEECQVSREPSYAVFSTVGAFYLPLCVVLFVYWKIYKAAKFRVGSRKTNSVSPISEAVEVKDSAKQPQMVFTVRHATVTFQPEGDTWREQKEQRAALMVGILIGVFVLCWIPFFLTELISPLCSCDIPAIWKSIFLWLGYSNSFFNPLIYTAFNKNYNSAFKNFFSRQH
# HTR5A ag ctr – HTR5A agonists in luminescence cell assay, primary screen, counter-screen for OPRM1-OPRD1 heterodimer agonist project, full-deck HTS; 5-hydroxytryptamine receptor 5A (Homo sapiens), P47898; cell-based; activation, % at 9.3 µM; hit rate 0.61% among 340,000; AID 504692, 2011; in the data active means activation mostly above about 9.5%, no sharp cut-off; inactive means mostly below about 7.6%;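 further: 0% = cells with vehicle only and 100% = reference agonist; strong numbers were not always called active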
# SR-BI DiI inh – inhibitors of SR-BI mediated HDL lipid uptake, primary screen, ldlA[mSR-BI] cells, fluorescence, single point. Scavenger receptor class B member 1 (Mus musculus), Q61009. ldlA[mSR-BI] CHO cells, DiI-HDL uptake fluorescence, 3 h. inhibition, % at 12.5 µM. hit rate 0.96% among 320,000. AID 488896, 2010;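 active means mean replicate inhibition of at least 70% and a set share of replicates each scoring 70 or more; inconclusive means meets just one of the two criteria; inactive means fails both criteria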;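 further: 0% = median of neutral control wells and 100% = median of positive control wells; values of inactives mirror those of a sister screen read the other way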
# Target sequence (Q61009 whole entry, looked up): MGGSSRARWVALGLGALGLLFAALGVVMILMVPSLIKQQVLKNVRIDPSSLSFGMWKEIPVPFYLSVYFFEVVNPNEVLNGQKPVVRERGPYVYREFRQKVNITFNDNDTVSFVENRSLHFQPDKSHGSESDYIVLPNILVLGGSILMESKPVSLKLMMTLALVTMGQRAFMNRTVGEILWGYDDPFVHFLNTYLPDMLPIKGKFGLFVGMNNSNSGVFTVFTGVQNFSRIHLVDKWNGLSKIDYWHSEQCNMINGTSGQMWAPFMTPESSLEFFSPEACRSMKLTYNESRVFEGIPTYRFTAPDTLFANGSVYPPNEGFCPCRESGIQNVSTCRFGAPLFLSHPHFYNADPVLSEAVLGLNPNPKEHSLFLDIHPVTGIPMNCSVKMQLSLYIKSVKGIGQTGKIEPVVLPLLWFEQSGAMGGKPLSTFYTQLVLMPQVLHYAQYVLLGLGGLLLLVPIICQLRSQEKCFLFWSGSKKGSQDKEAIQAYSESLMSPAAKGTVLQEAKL
# V-ATPase pHluor – regulators of yeast V-ATPase proton pumping, primary screen, pHLuorin cytosolic pH fluorescence | hit rate 0.37% among 350,000 | response, % at 10 µM | S. cerevisiae; in the data active means response mostly above about 7.3%, no sharp cut-off; inactive means mostly below about 5.4%; further: actives read high; inactives centre near 0; some compounds called inactive have numbers as strong as hits; reference of the scale not given here
# MITF act – activators of MITF-driven TRPM1 promoter reporter, primary screen, cell-based, SK-MEL-5, luciferase, single point. SK-MEL-5 TRPM1-promoter luciferase, 24 h; % of positive control, neutral wells = 0. AID 588334, 2011. activation, % at 12.5 µM. hit rate 0.75% among 300,000;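 active means mean activation of at least 80% with every replicate also reaching 80%; inconclusive means mean reaches 80% but some replicate falls short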;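 further: 0% = neutral control wells and 100% = parthenolide positive control wells; values of inactives mirror those of a sister screen read the other way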
# dFosB act – activators of delta FosB homodimer, primary screen, biochemical, fluorescence polarization, TAMRA-CDK5 oligo, single point; Protein FosB (Mus musculus), P13346; purified delta FosB; percent of positive-control signal above neutral wells; activation, % at 25 µM; hit rate 0.99% among 340,000; AID 493131, 2011;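 active means mean activation above about 17%, with every replicate also reaching it, limit read from the data, passing the limit was not always enough; inconclusive means only one of the two conditions met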;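 further: fluorescence polarization rise as delta FosB binds a TAMRA Cdk5 AP-1 oligo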
# NSD2 HMT inh – NSD2 histone methyltransferase inhibitors, primary screen, biochemical, AlphaScreen, single concentration, set 2 | Histone-lysine N-methyltransferase NSD2 (Homo sapiens), O96028 | NSD2 peptide methylation, 120 min | inhibition, % at 12.5 µM | hit rate 0.54% among 310,000 | AID 743445, 2014; in the data active means inhibition above about 50%
# Wnt act – Wnt/beta-catenin pathway activators, primary screen, cell-based, plate reader, single point | AID 743398, 2014 | activation, % at 9.35 µM | Wnt/beta-catenin reporter cell assay, activator | hit rate 1.2% among 300,000; in the data active means activation above about 30%, passing the limit was not always enough; inconclusive means no clear call, values can overlap the other calls;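 further: 0% = neutral control wells and 100% = positive control wells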
# PvdQ acylase – P. aeruginosa PvdQ acylase inhibitors, primary screen, biochemical, fluorescence, plate reader and imaging, single point | PvdQ acylase [Pseudomonas aeruginosa LESB58] | purified PvdQ acylase | inhibition, % at 10 µM | hit rate 0.063% among 340,000; in the data active means inhibition above about 30%, passing the limit was not always enough; inconclusive means no clear call, values can overlap the other calls;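 further: 0% = vehicle neutral wells and 100% = reference inhibitor wells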
# * = called active by the depositor; ? = inconclusive; nt = no result given.
# Sample of the layout (two entries):
SMILES,CDK5 p35 inh,HTR5A inv ctr,HTR5A ag ctr,SR-BI DiI inh,V-ATPase pHluor,MITF act,dFosB act,NSD2 HMT inh,Wnt act,PvdQ acylase
COc1cccc(CSc2nc3sc(C)c(C)c3c(=O)n2Cc2ccco2)c1,-1.0,-3,-3,5,-2,-11,-5,5,nt,-11
Cc1ccc(-c2nc(NCCN(C)C)c3ccccc3n2)cc1,-0.2,16,-4,1,5,3,-30,25,6,12

# The whole of this part, repeating the preview:
SMILES,CDK5 p35 inh,HTR5A inv ctr,HTR5A ag ctr,SR-BI DiI inh,V-ATPase pHluor,MITF act,dFosB act,NSD2 HMT inh,Wnt act,PvdQ acylase
COc1cccc(CSc2nc3sc(C)c(C)c3c(=O)n2Cc2ccco2)c1,-1.0,-3,-3,5,-2,-11,-5,5,nt,-11
Cc1ccc(-c2nc(NCCN(C)C)c3ccccc3n2)cc1,-0.2,16,-4,1,5,3,-30,25,6,12
Cc1cc2cc(CNC(=O)c3ccc(Br)o3)ccc2[nH]1,0.0,-13,-4,12,0,24,-6,nt,-2,-12
CC1Cc2cc(S(=O)(=O)N3CCC(C(=O)N(C)Cc4ccccc4)CC3)ccc2N1C(=O)C1CC1 (stereo not given),0.7,12,-1,19,2,-11,-14,-6,-2,-1
O=C(Nc1nc2ccccc2s1)c1ccccc1[N+](=O)[O-],2.1,4,-1,9,-5,nt,-4,3,9,-9
Cc1nc2ccccc2c(=O)n1NC(=O)c1ccccc1F,0.6,10,-3,-7,6,-3,0,-2,2,0
CC(C)Cn1c(C(C)NC(=O)Cc2ccccc2)nc2ccccc21 (stereo not given),1.3,-4,4,12,0,-6,-19,nt,2,-7
COc1ccc(CCc2nnc(CCC(=O)NCc3ccc4ncccc4c3)o2)cc1,0.7,-10,4,-6,-1,15,5,-1,6,-2
CCn1c(SCC(=O)NCCc2ccccc2)nnc1C(C)C,-1.7,-6,-1,0,2,3,0,-2,3,-5
COc1ccc(S(=O)(=O)N2CCOC23CCN(S(=O)(=O)c2cc(F)ccc2F)CC3)cc1,0.6,21,1,-16,-1,9,-1,0,-2,-4
COc1cccc(C(=O)Nc2cccc(-c3ccc(N4CCOCC4)nn3)c2)c1OC,2.5,-9,3,28,-5,?,-4,-1,28,0
COc1cc(/C=N/N2C(=O)C3C4c5ccccc5C(c5ccccc54)C3C2=O)ccc1O (stereo not given),0.8,14,2,-20,1,-9,2,0,4,7
COc1cc(/C=N/Nc2nc(N3CCCC3)nc(N3CCCC3)n2)ccc1OCc1ccccc1F,-0.2,nt,nt,57,0,nt,9,-2,7,14
Cn1c(=O)c2c(ncn2CC(=O)Nc2nc(-c3ccc(F)c(F)c3)cs2)n(C)c1=O,0.4,nt,nt,17,0,-12,32*,nt,1,-5
CCOC(=O)c1cc2c(=Cc3ccc(N(C)C)cc3)c3ccccc3n2[n+]1C,5.8,3,-1,8,5,-85,46*,37,-1,8
COc1ccccc1OCC(=O)NNC(=O)c1ccoc1C,-0.3,-10,3,-22,-2,-9,2,-2,-3,-12
COc1ccc(CNC(c2ccccc2)c2ccc(Cl)cc2)cc1 (stereo not given),-0.6,6,-2,nt,1,-14,-8,0,-1,-14
Cc1cc(CNC(=O)C2CCC(=O)N(Cc3ccccc3F)C2)nn1C (stereo not given),-0.6,-7,-3,-8,-1,4,-6,0,-1,-11
CCOc1ncccc1C(=O)NNC(=O)c1ccccc1-n1cccc1,-0.5,17,-4,1,-2,7,-1,3,-1,5
Cc1ccccc1SC1CCN(Cc2nc(C3CC3)no2)CC1,-3.1,-3,1,-12,2,21,-4,0,nt,-14
CC(=O)NC12CC3CC(C1)CC(C(=O)N1CCN(S(=O)(=O)c4cccc(C(F)(F)F)c4)CC1)(C3)C2,-0.9,23,2,4,10,1,-4,0,-2,-5
O=C(NCCS(=O)(=O)NC1CCCCC1)c1ccccc1,-1.4,16,-6,-8,-5,-8,-1,-2,6,-5
C=CCNC(=O)/C(=C/c1ccco1)NC(=O)c1ccc(Br)o1,-1.2,-10,4,4,-2,-6,-3,2,nt,-7
Nc1nonc1N/N=C\c1ccccc1,-8.2,-11,0,-11,1,nt,-7,-1,1,-12
COc1ccc(NC(C)C(=O)Nc2ccc(C(C)(C)C)cc2)cc1Cl (stereo not given),-0.9,12,-6,36,-4,32,-6,5,0,8
COc1ccc(C(=O)C2CCN(CC(=O)Nc3ccc(OC)cc3OC)CC2)cc1,-0.1,0,0,45,0,0,-15,4,-3,-4
CCOC(=O)[C@H]1[C@H]2COc3ccc(Br)cc3[C@@H]2N2C(=O)c3ccc(Cl)cc3NC(=O)[C@@]12C,-3.3,-5,2,14,0,-1,-6,nt,0,-8
Cn1c(SCCN2CCCCC2)nnc1-c1ccccc1Br,-1.4,5,-2,nt,3,1,-3,-6,-4,-12
O=C(CSc1nnc(-c2ccncc2)n1Cc1ccccc1)NC1CCCCC1,-0.4,-2,-4,6,4,7,1,1,-3,-6
COc1cccc(N2CCN(C(=O)CCC(=O)c3ccc(Cl)s3)CC2)c1,-0.1,-28,11,8,-2,nt,-15,4,-2,-7
N#C/C(=C(/O)COC(=O)CSc1ccc(Cl)cc1)c1nc2ccccc2[nH]1,1.1,0,0,10,-6,-2,5,0,0,9
O=C(COc1ccccc1[N+](=O)[O-])Nc1cccc(S(=O)(=O)N2CCCC2)c1,-0.1,7,-2,34,1,3,-4,-1,-8,-23
Clc1cccc(-c2nc(-c3ccccn3)no2)c1,1.8,-8,-3,1,1,-60,-15,-2,-19,17
COC(=O)c1ccc2c(=O)[nH]c(COC(=O)c3c(-c4ccccc4)noc3C)nc2c1,-1.7,-31,-3,4,0,6,-6,0,-8,-9
Cc1cc(C)cc(NS(=O)(=O)c2c(C(=O)N3CCOCC3)c(C)n(C)c2C)c1,-1.7,15,-4,13,0,-11,-9,-3,-1,-5
CCOc1ccc(N2CC(C(=O)N3CC(C)OC(C)C3)CC2=O)cc1 (stereo not given),2.8,14,-2,-19,-9,-7,2,-1,1,9
COc1ccc(NC(=O)COC(=O)c2cc(OC)c(OC)cc2NC(=O)c2ccco2)cc1OC,-4.0,10,-2,66,-2,-40,?,0,-1,-7
Cc1noc(C)c1S(=O)(=O)N1CCCC(C(=O)c2cccc(OC(C)C)c2)C1 (stereo not given),-2.3,22,4,38,0,-2,-13,-5,-2,-9
Cc1cc(C(=O)NN)c(Cl)cc1Cl,-3.2,5,4,nt,1,3,-3,nt,2,-15
NC(=O)c1cc(S(=O)(=O)N2CCCC2)ccc1OCCOc1ccccc1F,-0.1,1,1,-5,9,-7,0,1,-2,-13
Cc1c(C(=O)N2CCCCC2)sc(NC(=O)c2ccco2)c1C#N,-1.6,27,-5,10,-1,-17,-8,-2,nt,2
Cc1cc(=O)oc2cc(OCC(=O)N3CCC(O)CC3)c(Cl)cc12,-0.5,-21,6,12,-2,6,-12,1,0,-9
Cc1ccc(Cn2c(N3CCNCC3)nc3c2c(=O)[nH]c(=O)n3C)cc1,-1.5,-8,3,8,1,7,-4,0,-2,7
CCOc1ccccc1NC(=O)C(=O)CC(=O)c1ccc(OC)cc1,-1.5,-9,2,12,1,-5,-4,-1,5,-6
CC(NC(=O)COC(=O)Cc1cccs1)c1ccc(F)cc1 (stereo not given),1.2,-6,8,2,11,-8,-1,0,1,2
C/C(=N\NC(=S)NCc1ccccc1)c1cccc(Br)c1,2.8,27,2,-6,-2,0,-6,5,0,-6
O=C(NCc1ccccc1)C1(C(F)(F)F)C/C(=C\CCO)CCCO1 (stereo not given),1.1,-24,9,-3,-1,-17,2,nt,-3,2
Cc1occc1-c1nnc(SCCNCCO)o1,-2.9,-10,4,-5,4,13,-2,0,1,-22
CCN(CC(=O)Nc1c(F)cccc1F)C(=O)c1cn2ccccc2n1,0.2,5,-2,-11,-1,7,4,-1,-2,-4
COc1ccccc1NC(=O)c1ccc2c(c1)N(CC(=O)NC(C)C)C(=O)C(C)(C)O2,-2.3,-8,3,nt,-2,-9,-8,30,-2,-12

# Continued:
SMILES,CDK5 p35 inh,HTR5A inv ctr,HTR5A ag ctr,SR-BI DiI inh,V-ATPase pHluor,MITF act,dFosB act,NSD2 HMT inh,Wnt act,PvdQ acylase
Cc1ccc(-n2c(N)c(C#N)c(-c3ccccc3)c(C#N)c2=O)cc1,0.7,-7,5,3,2,-2,3,-1,nt,-6
CCOc1ccc(-c2nc(N)ncc2-c2ccccc2)c(O)c1,-0.2,-29,-1,50,4,nt,-3,nt,-2,-2
CCn1c(COc2ccccc2)nnc1SCC(=O)CC(=O)Nc1ccccc1OC,-0.9,9,-3,5,-2,-18,-7,1,0,-4
CC(=O)N1CCc2c(sc(NC(=O)CS(=O)(=O)c3ccc(F)cc3)c2C#N)C1,1.0,1,-1,16,8,0,-1,0,0,3
CCOc1ccc(S(=O)(=O)NCc2ccncc2)cc1NC(=O)c1ccccc1F,-0.8,-1,1,26,7,-15,-7,0,-6,2
O=C(CC1OC(=O)c2ccccc21)c1ccco1 (stereo not given),-0.5,-2,1,-57,3,nt,4,14,-6,17
COCCNC(=O)C(c1ccc(C)cc1)N(C(=O)CCC(=O)Nc1ccccn1)c1cccc(C)c1 (stereo not given),-1.0,-6,2,11,-2,-7,-9,-10,0,8
CCN(CC)CCn1c(N)c(S(=O)(=O)c2ccccc2)c2nc3ccccc3nc21,0.9,0,-6,-17,-4,nt,1,-4,-2,5
Cc1ccc(-c2[nH]c(=S)[nH]c(=O)c2C#N)cc1,2.9,15,-1,-23,6,13,3,0,-2,8
CSc1cccc(NC(=O)C2CCN(S(=O)(=O)c3ccc(F)cc3)CC2)c1,-0.5,-4,10,26,-3,-10,-14,-4,nt,7
O=C(NC(NC(=S)Nc1c(Cl)cccc1Cl)C(Cl)(Cl)Cl)c1cccc([N+](=O)[O-])c1 (stereo not given),0.1,-5,0,42,-2,4,6,-1,-2,-9
O=C(NCc1nc2ccccc2[nH]1)C1=C[C@H](c2ccc3c(c2)OCO3)C[C@H](OCc2ccc(CO)cc2)O1,-1.2,-31,12,-44,0,-7,3,nt,0,17
Cc1ccc(OCC(=O)Nc2ccccc2Sc2ccccc2)c([N+](=O)[O-])n1,1.7,23,-9,14,6,-9,-12,-1,-2,5
CCCNC(=S)NNC(=O)c1cc(C2CC2)nc2ccccc12,0.1,4,-1,3,-2,-4,-1,-1,3,-2
CCC(=O)N1N=C2CC(C)(C)OCC2C1c1ccccc1 (stereo not given),-1.6,-14,5,-9,-1,5,-5,-2,-4,9
CSCCNC(=O)c1ccc(OC2CCN(S(=O)(=O)N(C)C)CC2)cc1,0.7,-6,2,-6,1,0,2,-1,2,-8
CSc1ccc(C(=O)C2CCCN(C(=O)CCn3cncn3)C2)cc1 (stereo not given),-6.6,-21,3,-5,4,1,-2,-3,-1,0
